Fam108B counter: blocks mouse Fam108B hydrolase in RBBP9 counter-screen | recombinant Fam108B, FP-Rh probe fluorescence polarization | inhibition, % at 9.51 µM | actives 0.33% (n = 300,000);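 active = inhibition above the screen mean inhibition plus 3 SD, computed separately per campaign, cut at about 18% in these data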;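 also: inhibitors lower polarization as less probe binds the enzyme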
MCL1 BIM primary: inhibitors of human MCL1 binding to BIM-BH3 peptide | inhibition, % at 10.9 µM | Q07820 | GST-MCL1 / FITC-Bim-BH3 fluorescence polarization | actives 0.68% (n = 320,000);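 active = inhibition above the mean inhibition of all tested compounds plus 3 SD, set per campaign, cut at about 40% in these data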;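 also: 0% = DMSO wells and 100% = unlabeled Bim-BH3 peptide control; higher means more loss of mP so more displacement of Bim peptide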
Target sequence (Q07820 whole entry, looked up): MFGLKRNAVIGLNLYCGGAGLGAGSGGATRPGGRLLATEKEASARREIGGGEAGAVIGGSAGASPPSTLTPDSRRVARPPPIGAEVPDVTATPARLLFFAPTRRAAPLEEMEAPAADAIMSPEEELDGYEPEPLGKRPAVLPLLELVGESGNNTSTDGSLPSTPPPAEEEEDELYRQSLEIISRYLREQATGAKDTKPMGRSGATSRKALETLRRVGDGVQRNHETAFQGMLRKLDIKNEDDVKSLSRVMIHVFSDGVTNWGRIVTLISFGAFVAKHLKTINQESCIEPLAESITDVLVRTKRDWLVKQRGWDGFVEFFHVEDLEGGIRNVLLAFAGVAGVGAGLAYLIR
CR mimetic SO: yeast age-related superoxide inhibition as caloric restriction mimetic; superoxide response (% of plate mean), % at 10 µM; actives 0.18% (n = 330,000); S. cerevisiae aged cells, superoxide DHE fluorescence; active compounds read low;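 active = superoxide response under a set limit, about three screen SD below normal, cut at about 65% in these data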;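 also: yeast aged for seven days with compound at 30 °C before DHE staining; 100% = average MFI of all compound-treated wells on the plate with controls excluded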
ZTA DNA inh: counter-screen for EBNA-1 inhibitors: inhibitors of Epstein-Barr virus ZTA; inhibition, % at 11 µM; actives 0.15% (n = 320,000); P03206; ZTA-DNA binding, fluorescence polarization; in the data active = inhibition above about 33%
Target sequence (P03206 whole entry, looked up): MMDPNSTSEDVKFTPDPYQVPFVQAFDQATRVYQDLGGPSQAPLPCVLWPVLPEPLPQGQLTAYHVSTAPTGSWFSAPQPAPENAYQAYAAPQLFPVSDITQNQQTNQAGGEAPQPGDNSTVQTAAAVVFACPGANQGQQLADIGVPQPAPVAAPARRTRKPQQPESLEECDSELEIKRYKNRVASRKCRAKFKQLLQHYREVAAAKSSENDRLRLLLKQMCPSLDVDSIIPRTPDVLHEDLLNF
Bcl-xL primary: Bcl-xL (human) inhibition. actives 0.7% (n = 320,000). GST-Bcl-xL / FITC-Bim BH3 peptide fluorescence polarization. Q07817. inhibition, % at 10.9 µM;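 active = inhibition above the mean of all tested compounds plus 3 SD, cutoff set per campaign, cut at about 30% in these data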;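 also: 0% = DMSO wells and 100% = unlabeled Bim-BH3 peptide competitor; inhibitors lower millipolarization by displacing the labeled peptide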
Target sequence (Q07817 whole entry, looked up): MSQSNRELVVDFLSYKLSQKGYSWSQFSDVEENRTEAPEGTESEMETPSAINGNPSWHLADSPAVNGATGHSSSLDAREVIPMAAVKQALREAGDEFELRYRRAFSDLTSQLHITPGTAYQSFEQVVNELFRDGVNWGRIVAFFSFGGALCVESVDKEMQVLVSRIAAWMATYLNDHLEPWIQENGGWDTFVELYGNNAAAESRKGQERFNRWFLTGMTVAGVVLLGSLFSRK
EBNA-1 inhibitor: blocks EBNA-1 binding to DNA. EBNA-1 DNA binding, fluorescence polarization. inhibition, % at 14.8 µM. actives 0.34% (n = 300,000); in the data active = inhibition above about 28%
Efflux pump inh: inhibitors of Candida antifungal efflux pumps expressed in yeast; S. cerevisiae Candida pump triplex, Nile Red efflux; inhibition, % at 10 µM; actives 0.44% (n = 330,000);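 active = plate passing quality check with inhibition over a set limit, or well fluorescence over plate mean plus 4 SD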;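 also: Nile Red retained in pooled yeast measured as flow cytometry median fluorescence; 0% = buffer negative control and 100% = Enniatin B positive control; higher means more Nile Red kept so more efflux inhibition; some compounds called inactive have numbers as strong as hits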
GLD-1 TGE inh: GLD-1-TGE RNA interaction inhibition (C. elegans). Q17339. purified GLD-1 + fluorescein TGE RNA, fluorescence polarization. inhibition, % at 5.96 µM. actives 0.44% (n = 320,000). AID 2280;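 active = percent inhibition above a per-plate cutoff, the plate mean of test compounds plus 3 SD, cut at about 30% in these data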;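 also: 0% = DMSO wells with GLD-1 and probe and 100% = wells lacking GLD-1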
MEX-5 binding: C. elegans MEX-5 TCR-2 RNA binding activity. MEX-5/FITC-TCR2 RNA binding, fluorescence polarization; active compounds read low. activity score (negative = inhibition of binding), % at 10 µM. actives 0.38% (n = 300,000). AID 1832;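 active = inhibition past about -25% in most replicates, and total fluorescence under double the plate's negative control median, limit read from the data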;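 also: 0% = DMSO and -100% = 5 µM competing unlabeled TCR2 RNA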
* hit, by the source's call.

`Cc1ccccc1NC(=O)c1ccccc1NC(=O)Cc1cccc2ccccc12` gave Fam108B counter -2, MCL1 BIM primary -6, CR mimetic SO 125, ZTA DNA inh 3, Bcl-xL primary 3, EBNA-1 inhibitor 2, Efflux pump inh -0.1, GLD-1 TGE inh 5 and MEX-5 binding 1.2.
COc1ccc(/C=C2\C(=O)N(c3c(Cl)cc(Cl)cc3Cl)N=C2NC(=O)c2cccc([N+](=O)[O-])c2)cc1 was read as Fam108B counter 5, MCL1 BIM primary 6, CR mimetic SO 101, ZTA DNA inh 10, Bcl-xL primary 9, EBNA-1 inhibitor 8, Efflux pump inh 0.2 and GLD-1 TGE inh 5.
Screening CCCCn1c(N)c(N(CCOC)C(=O)C2CCN(S(=O)(=O)c3ccc(Cl)cc3)CC2)c(=O)[nH]c1=O returned Fam108B counter 3, MCL1 BIM primary -11, CR mimetic SO 95, ZTA DNA inh 1, Bcl-xL primary -5, EBNA-1 inhibitor -6, Efflux pump inh 0.0, GLD-1 TGE inh 2 and MEX-5 binding 3.8.
Nc1nccc(-c2nn(-c3ccc(Cl)cc3)ccc2=O)n1 was read as Fam108B counter -5, MCL1 BIM primary 9, CR mimetic SO 115, ZTA DNA inh 10, Bcl-xL primary 4, EBNA-1 inhibitor 4, Efflux pump inh 0.3, GLD-1 TGE inh 4 and MEX-5 binding -3.1.
`CCOC(=O)c1ccccc1NC(=O)COC(=O)CSc1ccccc1` gave Fam108B counter 3, MCL1 BIM primary -3, CR mimetic SO 123, ZTA DNA inh -11, Bcl-xL primary 9, EBNA-1 inhibitor -10, Efflux pump inh 0.3, GLD-1 TGE inh -1 and MEX-5 binding -2.4.
Cc1ccc(/C=N/NC(=O)c2cccc(NC(=O)c3ccccc3C)c2)o1 was read as Fam108B counter -3, MCL1 BIM primary -3, CR mimetic SO 103, ZTA DNA inh 1, Bcl-xL primary 6, EBNA-1 inhibitor 2, Efflux pump inh 0.2, GLD-1 TGE inh 5 and MEX-5 binding 3.3.
COc1ccc(C(=O)NCCc2nnc3ccc(SCC(=O)N4CCCCC4)nn23)cc1 was read as Fam108B counter -3, MCL1 BIM primary 0, CR mimetic SO 113, ZTA DNA inh 13, Bcl-xL primary -1, EBNA-1 inhibitor -3, Efflux pump inh 0.3, GLD-1 TGE inh 1 and MEX-5 binding -2.3.
NC(=O)N1CCN(C(=O)c2ccco2)CC1 was read as Fam108B counter -2, MCL1 BIM primary 5, CR mimetic SO 96, ZTA DNA inh 4, Bcl-xL primary 5, EBNA-1 inhibitor -10, Efflux pump inh 0.0, GLD-1 TGE inh 4 and MEX-5 binding -0.1.
Screening Cc1ccc(CNC(=O)Nc2ccccc2)c(C)c1 returned Fam108B counter 4, MCL1 BIM primary 4, CR mimetic SO 88, ZTA DNA inh -7, Bcl-xL primary -1, EBNA-1 inhibitor 6, Efflux pump inh 0.0, GLD-1 TGE inh 1 and MEX-5 binding -1.6.
For Fc1cccc(/C=N/Nc2ccc(Cl)nn2)c1 the results were Fam108B counter 8, MCL1 BIM primary -2, CR mimetic SO 95, ZTA DNA inh 3, Bcl-xL primary 4, EBNA-1 inhibitor -7, Efflux pump inh 0.0, GLD-1 TGE inh 0 and MEX-5 binding 1.3.
For Cc1ccc(-n2c(SCC(N)=O)nnc2-c2ccccn2)cc1C the results were Fam108B counter -1, MCL1 BIM primary 0, CR mimetic SO 100, ZTA DNA inh 26, Bcl-xL primary 4, EBNA-1 inhibitor 5, Efflux pump inh 0.0, GLD-1 TGE inh 2 and MEX-5 binding -0.7.
`CS(=O)(=O)c1cccc(C(=O)OCC(=O)Nc2ccc3c(c2)OCO3)c1` gave MCL1 BIM primary -9, CR mimetic SO 106, ZTA DNA inh -18, Bcl-xL primary -2, Efflux pump inh 0.0 and GLD-1 TGE inh -3.
`Cc1c(C(C)CCCO)oc(=O)c2c1Oc1c(C)c(C(C)C[C@@H](C)O)oc(=O)c1C2` (some centres not stated) gave MCL1 BIM primary 8, CR mimetic SO 87, ZTA DNA inh 4, Bcl-xL primary 6, Efflux pump inh -0.2 and GLD-1 TGE inh 8.
For CCOC(=O)N1CCN(C(=O)N2CCOCC2)CC1 the results were Fam108B counter 4, MCL1 BIM primary -2, CR mimetic SO 100, ZTA DNA inh 6, Bcl-xL primary 6, EBNA-1 inhibitor 9, Efflux pump inh 0.0, GLD-1 TGE inh 3 and MEX-5 binding 2.1.
COc1ccccc1CN(Cc1nc2ccccc2c(=O)[nH]1)C(=O)Nc1ccccc1C was read as Fam108B counter 2, MCL1 BIM primary -1, CR mimetic SO 129, ZTA DNA inh 8, Bcl-xL primary -5, EBNA-1 inhibitor -7, Efflux pump inh 0.2, GLD-1 TGE inh 3 and MEX-5 binding 2.0.
For COc1ccccc1N1CCN(C(=O)c2cccc(S(=O)(=O)N3CCCCCC3)c2)CC1 the results were MCL1 BIM primary -8, CR mimetic SO 86, ZTA DNA inh 23, Bcl-xL primary -5, Efflux pump inh 0.0 and GLD-1 TGE inh 4.
Screening Cc1ccc(C)c(NC(=S)NCCN(C2CCCCC2)C2CCCC2)c1 returned Fam108B counter -1, MCL1 BIM primary -1, CR mimetic SO 105, ZTA DNA inh -10, Bcl-xL primary -1, EBNA-1 inhibitor -9, Efflux pump inh 0.0, GLD-1 TGE inh 3 and MEX-5 binding 1.2.
`Cc1ccc(NC(=O)Cc2c[nH]c3ccccc23)cc1S(=O)(=O)N1CCCCCC1` gave Fam108B counter 5, MCL1 BIM primary -23, CR mimetic SO 100, ZTA DNA inh -7, Bcl-xL primary -7, EBNA-1 inhibitor -2, Efflux pump inh 0.1, GLD-1 TGE inh -1 and MEX-5 binding -0.7.
Screening O=C(CSc1ncn[nH]1)NCCc1ccccc1 returned Fam108B counter -2, MCL1 BIM primary -7, CR mimetic SO 103, ZTA DNA inh 15, Bcl-xL primary -4, EBNA-1 inhibitor -10, Efflux pump inh 0.1, GLD-1 TGE inh -1 and MEX-5 binding 2.1.
`COc1ccc(NC(=O)C2CCN(c3ncnc4c3nc3n4CCCCC3)CC2)cc1Cl` gave Fam108B counter -2, MCL1 BIM primary 13, CR mimetic SO 104, ZTA DNA inh -2, Bcl-xL primary 9, EBNA-1 inhibitor 3, Efflux pump inh -0.2, GLD-1 TGE inh -1 and MEX-5 binding 0.4.
O=C(CNS(=O)(=O)c1ccccc1)OCC(=O)c1ccc([N+](=O)[O-])cc1 was read as Fam108B counter -3, MCL1 BIM primary 1, CR mimetic SO 104, ZTA DNA inh 13, Bcl-xL primary 1, EBNA-1 inhibitor 13, Efflux pump inh 0.2, GLD-1 TGE inh -4 and MEX-5 binding -1.8.
Screening Cc1c(Cl)cccc1-n1cnc(=O)c2ccccc21 returned Fam108B counter -2, MCL1 BIM primary 0, CR mimetic SO 89, ZTA DNA inh 6, Bcl-xL primary -3, EBNA-1 inhibitor 3, Efflux pump inh 0.1, GLD-1 TGE inh 2 and MEX-5 binding 2.3.
CCn1nc(C(=O)Nc2cccc3ccccc23)c(Cl)c1Cl was read as Fam108B counter 4, MCL1 BIM primary 5, CR mimetic SO 100, ZTA DNA inh -4, Bcl-xL primary 5, EBNA-1 inhibitor -5, Efflux pump inh 0.2, GLD-1 TGE inh -5 and MEX-5 binding 0.7.
`COc1ccc(NC(=O)[C@H](Cc2c[nH]c3ccccc23)NC(=O)[C@@H]2Cc3ccccc3CN2)cc1` gave Fam108B counter -4, MCL1 BIM primary -4, CR mimetic SO 95, ZTA DNA inh 24, Bcl-xL primary 2, EBNA-1 inhibitor 19, Efflux pump inh -0.3, GLD-1 TGE inh 2 and MEX-5 binding 1.1.
Screening CC(C)(C)NC(=O)CSc1nnc(SCC(=O)NC(C)(C)C)s1 returned Fam108B counter 4, MCL1 BIM primary -1, CR mimetic SO 93, ZTA DNA inh 17, Bcl-xL primary 2, EBNA-1 inhibitor 11, Efflux pump inh 0.0, GLD-1 TGE inh 0 and MEX-5 binding -0.5.
Cc1ccc(-c2nnc(OCc3cccnc3)c3ccccc23)cc1 was read as Fam108B counter 1, MCL1 BIM primary 4, CR mimetic SO 83, ZTA DNA inh -1, Bcl-xL primary 11, EBNA-1 inhibitor -3, Efflux pump inh 0.0, GLD-1 TGE inh 3 and MEX-5 binding 0.5.
`COc1ccc(N2CCN(C(=O)COC(=O)c3ccccc3OCc3ccc(F)cc3)CC2)cc1` gave Fam108B counter 2, MCL1 BIM primary -2, CR mimetic SO 101, ZTA DNA inh 6, Bcl-xL primary -1, EBNA-1 inhibitor 2, Efflux pump inh 0.0, GLD-1 TGE inh -4 and MEX-5 binding 1.7.
Screening COc1ccc(Cl)cc1N1C(=N)SCC1=O returned Fam108B counter 2, MCL1 BIM primary -2, CR mimetic SO 92, ZTA DNA inh -16, Bcl-xL primary -2, EBNA-1 inhibitor -7, Efflux pump inh -0.1, GLD-1 TGE inh -1 and MEX-5 binding 2.1.
`O=C(CN1C(=O)NC2(CCCC2)C1=O)Nc1cc(S(=O)(=O)N2CCOCC2)ccc1OCC(F)(F)F` gave Fam108B counter 0, MCL1 BIM primary -22, CR mimetic SO 91, ZTA DNA inh -6, Bcl-xL primary 0, EBNA-1 inhibitor -3, Efflux pump inh -0.1, GLD-1 TGE inh 0 and MEX-5 binding 0.7.
CCC(C)c1ccc(NC(=O)COC(=O)C2=COCCO2)cc1 (configuration not stated) was read as Fam108B counter -4, MCL1 BIM primary -3, CR mimetic SO 99, ZTA DNA inh -4, Bcl-xL primary 7, EBNA-1 inhibitor -3, Efflux pump inh 0.0, GLD-1 TGE inh 4 and MEX-5 binding -0.9.
For Cc1ccc(N2CC(NC(=O)C(=O)c3c[nH]c4ccccc34)CC2=O)cc1C (configuration not stated) the results were Fam108B counter -1, MCL1 BIM primary -1, CR mimetic SO 109, ZTA DNA inh -6, Bcl-xL primary 5, EBNA-1 inhibitor -1, Efflux pump inh 0.0, GLD-1 TGE inh 0 and MEX-5 binding -2.9.
Nc1nc2n(n1)C(c1cccs1)CC(c1ccc(Br)cc1)N2 (configuration not stated) was read as Fam108B counter -4, MCL1 BIM primary 5, CR mimetic SO 98, ZTA DNA inh -2, Bcl-xL primary 11, EBNA-1 inhibitor 0, Efflux pump inh 0.2, GLD-1 TGE inh 9 and MEX-5 binding 0.2.
CCc1nc(N2CCN(C(=O)c3ccco3)CC2)c(C#N)c2c1COC(C)(C)C2 was read as Fam108B counter 1, MCL1 BIM primary -2, CR mimetic SO 126, ZTA DNA inh -2, Bcl-xL primary -2, EBNA-1 inhibitor -9, Efflux pump inh 0.2, GLD-1 TGE inh -4 and MEX-5 binding 1.1.
O=C(CSc1nc2nc(-c3cccs3)cc(C(F)(F)F)c2c(=O)[nH]1)Nc1ccc(F)c(F)c1 was read as Fam108B counter -39, MCL1 BIM primary -16, CR mimetic SO 103, ZTA DNA inh -9, Bcl-xL primary -4, EBNA-1 inhibitor 5, Efflux pump inh 0.0, GLD-1 TGE inh 5 and MEX-5 binding -2.0.
`COc1ccc(CNC(=O)Nc2ccc(C)c(C)c2)cc1` gave Fam108B counter 1, MCL1 BIM primary 3, CR mimetic SO 89, ZTA DNA inh 6, Bcl-xL primary 4, EBNA-1 inhibitor 18, Efflux pump inh 0.0, GLD-1 TGE inh -5 and MEX-5 binding -0.7.
O=C(CCS(=O)(=O)c1ccc(Br)s1)Nc1ccccc1Br was read as Fam108B counter 0, MCL1 BIM primary 3, CR mimetic SO 86, ZTA DNA inh 31, Bcl-xL primary 8, EBNA-1 inhibitor -6, Efflux pump inh 0.4, GLD-1 TGE inh 1 and MEX-5 binding -0.5.
`COc1cccc(-c2nn(C)c3sc(C(=O)N4CCOCC4)cc23)c1` gave Fam108B counter 3, MCL1 BIM primary 2, CR mimetic SO 94, ZTA DNA inh 8, Bcl-xL primary -1, EBNA-1 inhibitor -5, Efflux pump inh 0.3, GLD-1 TGE inh -4 and MEX-5 binding 3.0.

Source: PubChem BioAssay
